Source: PubChem BioAssay
MITF primary: inhibitors of human MITF. O75030. inhibition, % at 2.6 µM. hit rate 0.91% among 650,000. AlphaScreen MITF homodimerization, bead proximity signal. AID 1259374; in the data active = inhibition above about 50%;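 note: 0% = vehicle wells with protein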
Target sequence (O75030 whole entry, looked up): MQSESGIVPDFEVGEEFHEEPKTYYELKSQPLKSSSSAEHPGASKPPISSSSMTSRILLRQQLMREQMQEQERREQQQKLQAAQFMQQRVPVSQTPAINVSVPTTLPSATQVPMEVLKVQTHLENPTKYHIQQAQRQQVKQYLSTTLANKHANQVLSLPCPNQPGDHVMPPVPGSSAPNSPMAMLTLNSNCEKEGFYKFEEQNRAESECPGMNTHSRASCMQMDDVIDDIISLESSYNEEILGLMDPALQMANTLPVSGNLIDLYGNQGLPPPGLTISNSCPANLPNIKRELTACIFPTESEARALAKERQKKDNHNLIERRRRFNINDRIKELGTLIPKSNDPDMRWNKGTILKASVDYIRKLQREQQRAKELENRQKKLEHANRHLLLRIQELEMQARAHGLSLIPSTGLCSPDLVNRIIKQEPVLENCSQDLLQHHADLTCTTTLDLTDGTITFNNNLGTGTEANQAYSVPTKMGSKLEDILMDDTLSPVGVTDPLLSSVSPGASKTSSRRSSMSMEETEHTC
FBW7 act: activators of human E3 ligase FBW7; AID 1259310; hit rate 0.13% among 650,000; AlphaScreen FBW7–phospho-cyclin E peptide binding, activator screen; Q969H0; normalized activity (activation), % at 26.1 µM; in the data active = normalized activity above about 1.9%;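 note: purified mutant Fbw7 with reduced substrate affinity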
TEAD-YAP inh: TEAD-YAP interaction inhibition | HEK-TIYL cells, TEAD-Gal4/YAP UAS-luciferase luminescence | inhibition, % at 9.12 µM | hit rate 1.4% among 640,000; in the data active = inhibition above about 32%;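 note: 0% = median of test compound wells and 100% = reference inhibitor wells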
GPR151 activ: activates the human receptor GPR151. Q8TDV0. PathHunter beta-arrestin GPR151 cells, luminescence. activation, % at 11.2 µM. hit rate 1% among 650,000. AID 1508602; in the data active = activation above about 4.9%;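 note: 0% = median of compound wells and 100% = cells with positive control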
Target sequence (Q8TDV0 whole entry, looked up): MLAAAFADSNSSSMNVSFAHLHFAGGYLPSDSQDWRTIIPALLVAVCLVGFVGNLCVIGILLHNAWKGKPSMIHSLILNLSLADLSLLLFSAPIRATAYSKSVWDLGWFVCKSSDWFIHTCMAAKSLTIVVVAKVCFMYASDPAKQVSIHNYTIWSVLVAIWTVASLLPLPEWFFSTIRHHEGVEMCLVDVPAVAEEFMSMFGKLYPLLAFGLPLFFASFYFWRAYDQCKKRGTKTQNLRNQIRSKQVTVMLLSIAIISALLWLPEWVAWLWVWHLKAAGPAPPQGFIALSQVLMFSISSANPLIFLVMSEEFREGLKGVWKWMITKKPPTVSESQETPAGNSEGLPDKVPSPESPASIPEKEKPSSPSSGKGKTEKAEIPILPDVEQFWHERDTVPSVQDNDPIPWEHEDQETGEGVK
The depositor's hits bear a star; nt = no result given; & = joins results of further samples.

entry	molecule	MITF primary	FBW7 act
1	Cc1nc(-c2cccc(NC(=O)CCCn3cnc(-c4ccc(F)cc4)cc3=O)c2)cs1	-6	-0.1
2	Cc1cc(C)c(C#N)c(Nc2ccc(Br)cc2)n1	5	-0.2
3	CCS(=O)(=O)Nc1cccc(N2CCC(NCc3ccc(C(F)(F)F)cc3)CC2)c1	5	-0.1
4	O=C(NCCCc1ccncc1)C1CC12CCN(C(=O)C1=CCCCC1)CC2 (configuration not stated)	6	0.5
5	COc1cc(NC(=O)COC(=O)c2ccc(NC(N)=O)cc2)cc(OC)c1	-2	0.1
6	O=C(NCCc1ccccc1)C1CCCN(C(=O)NC2CCCCC2)C1 (configuration not stated)	8	0.0
7	COc1cc(C(=O)Nc2ccc3c(c2)N(C(=O)CCN(C)C)c2ccccc2CC3)cc(OC)c1OC	11	-0.1
8	O=C1NC(=O)C(=Cc2ccc(Sc3ccc(Cl)cc3)s2)C(=O)N1	-9	-0.1
9	O=c1nc2ccccc2c2n1CC(CN1CCN(c3ccccc3)CC1)N2 (configuration not stated)	-1	0.4
10	COc1cc(CN[C@@H]2C[C@@H](C(=O)NC(C)C)N(Cc3ccc(Cl)cc3)C2)cc(OC)c1	4	0.1

entry	TEAD-YAP inh	GPR151 activ
1	8	-2.3
2	3	0.3
3	-10	0.2
4	-2	-0.5
5	2	0.0
6	-5	0.5
7	3	0.1
8	2	-0.8
9	nt	0.7
10	-2	-0.7

The listing continues.
entry	molecule	MITF primary	FBW7 act
11	COc1cccc(OS(=O)(=O)c2cn(C)c(=O)n(C)c2=O)c1	2	-0.2
12	Cc1ccccc1NS(=O)(=O)c1cc(OCC(N)=O)c(C)cc1Cl	13	0.4
13	COC(CN(C)C1=NC(=O)/C(=C\c2ccc(SC)cc2)S1)OC	5	0.1
14	COc1ccc(OC)c(NS(=O)(=O)c2ccc(OC)c(C(=O)O)c2)c1	-1	0.2
15	COCCCNC(=O)c1nnc(Cc2ccc(F)cc2Cl)o1	-6	-0.1
16	O=C(CN1CCN(c2ccccc2)CC1)Nc1cc(Cl)cc(Cl)c1	-14	0.0
17	Cc1cccc(OCC(=O)Nc2ccc3nc(N4CCCCC4)cc(C)c3c2)c1	-9&-1	0.2&0.2
18	CC(C)CCOC(=O)c1ccc([N+](=O)[O-])cc1[N+](=O)[O-]	10	-0.4
19	Cc1ccc2nc(NC3CCCCCC3)c3nncn3c2c1	-7	-0.2
20	c1ccc(Nc2nc(NCc3cccnc3)nc3nc[nH]c23)cc1	2	0.0

entry	TEAD-YAP inh	GPR151 activ
11	-1	-1.1
12	15	-1.7
13	42*	-1.3
14	-18	-0.9
15	0	-0.4
16	-2	-0.8
17	-3&-3	0.1&1.6
18	28	3.4
19	-5	0.0
20	6	0.0

Next section:
entry	molecule	MITF primary	FBW7 act
21	COc1cc(C(=O)NCc2ccc3c(c2)cc(C)n3C)cc(OC)c1OC	-10	0.1
22	CCC(C)(C)C1CCc2c(sc(NC(=O)c3cccnc3)c2C(N)=O)C1 (configuration not stated)	-16	-0.1
23	NC(=O)c1csc(Nc2ccc3ncccc3c2)n1	-6	0.1
24	CCc1ccc(C2C3=C(Nc4c2c(=O)[nH]c(=O)n4C)c2ccccc2C3=O)cc1 (configuration not stated)	3	0.6
25	Cn1c(SCC(=O)Nc2ccc3c(c2)OCO3)nnc1-c1cccs1	10	0.1
26	CCCn1nnc(NC(=O)c2ccc(Cl)c(Cl)c2)n1	12	1.6
27	COc1ccccc1C(=O)NCC(C)(C)CN=C1NS(=O)(=O)c2ccccc21	15	0.7
28	O=C1NC(c2ccc(OCc3ccc(Cl)cc3Cl)cc2)Nc2c1sc(=S)n2-c1ccccc1 (configuration not stated)	1	0.0
29	COCCNC(=S)N1CCC(NC(=O)c2ccc(C(C)(C)C)cc2)CC1	-2	-0.2
30	CCc1ccccc1NC(=O)CSC	-3	-0.2

entry	TEAD-YAP inh	GPR151 activ
21	-2	0.8
22	-1	-0.8
23	-7	1.4
24	0	-0.7
25	-2	-0.3
26	-16	0.3
27	-2	0.0
28	0	-0.8
29	5	-0.4
30	-3	-1.0

Structural class, the entries above containing an aryl thioether with sulfur outside any ring
entry	molecule	MITF primary	FBW7 act
8	O=C1NC(=O)C(=Cc2ccc(Sc3ccc(Cl)cc3)s2)C(=O)N1	-9	-0.1
13	COC(CN(C)C1=NC(=O)/C(=C\c2ccc(SC)cc2)S1)OC	5	0.1
25	Cn1c(SCC(=O)Nc2ccc3c(c2)OCO3)nnc1-c1cccs1	10	0.1

entry	TEAD-YAP inh	GPR151 activ
8	2	-0.8
13	42*	-1.3
25	-2	-0.3

Continued:
entry	molecule	MITF primary	FBW7 act
31	CC(CC(=O)O)C(=O)c1ccc(Cl)c([N+](=O)[O-])c1 (configuration not stated)	17	0.6
32	COc1cc(Nc2ncnc3c2c(-c2ccccc2)cn3-c2ccc(F)cc2)cc(OC)c1OC	2	-0.1
33	Cc1ccc(C2Nc3cc(C)c(C)cc3NC3=C2C(=O)CC(C)(C)C3)s1 (configuration not stated)	-4	-0.1
34	O=C(COC(=O)c1cnccn1)c1ccccc1	16	0.6
35	COc1ccc(S(=O)(=O)N[C@@H](CC(C)C)C(=O)O)cc1	-8	-0.1
36	Ic1ccc(Nc2nc3nonc3n3cnnc23)cc1	5	-0.1
37	COc1ccc(OC)c(CCNC(=O)Cn2ncn3cccc3c2=O)c1	3	0.0
38	COc1ccc(CCC(=O)NC2CCN(Cc3ccccc3)CC2)cc1	-4	0.2
39	CC1CCCN(C(=O)CSCC(=O)Nc2nc(-c3cccs3)cs2)C1 (configuration not stated)	18	0.0
40	O=C(Cn1nnc2ccccc2c1=O)NC1CCCC1	8	0.1

entry	TEAD-YAP inh	GPR151 activ
31	2	0.5
32	-11	1.6
33	-1	-1.0
34	-6	-0.2
35	4	2.0
36	2	-0.4
37	-3	-1.7
38	11	-0.7
39	-18	-0.2
40	-10	-0.6

Additional compounds:
entry	molecule	MITF primary	FBW7 act
41	O=C(O)CN(c1ccccc1Cl)S(=O)(=O)c1ccccc1	0	0.0
42	O=C(Cn1cnc2c(cnn2-c2ccc(Cl)cc2)c1=O)Nc1cccc(F)c1	-9	0.2
43	COc1cc(-c2cnc3[nH]c(=O)n([C@@H](CO)C(C)C)c3n2)cc(OC)c1OC	-13	0.1
44	CC(=O)N1CCN(c2nc3ccccc3s2)CC1	4	0.0
45	COc1cc(/C=C2/N=C(c3ccccc3)OC2=O)cc(Br)c1OC(C)=O	-8	-0.1
46	COC(=O)C1=C(C(=O)OC)SC(=C2C(=S)C(C)(C)N(C(=O)CN3C(=O)c4ccccc4C3=O)c3ccccc32)S1	21	0.1
47	CCOC(=O)c1sc2nc(SCC(=O)Nc3ccc(OCC)cc3)n(Cc3ccco3)c(=O)c2c1C	10	0.0
48	CCOC(=O)CSc1nc2c(c(=O)n1CC)C1(CCCCC1)Cc1ccccc1-2	10	0.0
49	CCC[C@@H]1NC(=O)[C@H]2CN(Cc3cc(C)ccc3C)CCN2C1=O	19	0.4
50	CCOC(=O)c1c(C)[nH]c(C(=O)COC(=O)CCc2nc3ccccc3s2)c1C	5	0.0

entry	TEAD-YAP inh	GPR151 activ
41	2	0.8
42	5	1.8
43	1	-1.3
44	-40	0.9
45	12	-0.3
46	9	-2.2
47	0	-0.4
48	8	-0.8
49	4	-0.9
50	-1	-0.9

Next part
entry	molecule	MITF primary	FBW7 act
51	CC(=O)Nc1ccc(-c2ccc3c(c2)COC2(CCNCC2)O3)cc1	-27	0.1
52	COc1ccccc1C(=O)Nc1ccc(O)c(-c2nc3cc(C)ccc3o2)c1	11	0.2
53	COC(=O)Cn1ncc2cccn2c1=O	1	-0.2
54	O=C(CSc1nc2ccsc2c(=O)n1-c1cccc(Cl)c1Cl)c1ccccc1	5	0.0
55	COC(=O)COC(=O)c1ccc(Oc2nc(OC)nc(N(C)C)n2)cc1	2	-0.2
56	CCOc1ccccc1-n1c(SCC(=O)NC(C)(C)C)nnc1-c1ccccn1	5	0.1
57	CC(=O)N(C1=C(Cl)C(=O)c2ccccc2C1=O)c1cc(F)cc(F)c1	13	0.6
58	CN1CCN(C(=O)Cn2ncc3ccc(Cl)cc32)CC1	16	0.6
59	CCC(C)c1ccccc1NC(=O)c1ccco1 (configuration not stated)	-12	0.1
60	CCCCC/C=C/C/C=C/CCCCCCCC(=O)OC1CCC2(C)C(=CCC3C2CCC2(C)C(C(C)CCCC(C)C)CCC32)C1 (configuration not stated)	2	-0.1

entry	TEAD-YAP inh	GPR151 activ
51	4	0.2
52	-23	-0.7
53	10	0.5
54	-10	-1.3
55	2	0.1
56	-2	0.1
57	10	-0.5
58	-3	-0.2
59	5	2.7
60	6	0.5

(further entries)
entry	molecule	MITF primary	FBW7 act
61	O=C(O)c1ccc(Cl)c(S(=O)(=O)Nc2ccccc2F)c1	3	-0.2
62	Cc1cc(C)c2nc(NC(=O)CN3C(=O)CCC3=O)sc2c1	1	-0.2
63	CS(=O)(=O)N(CC(=O)NC1CC1)c1ccc(Cl)cc1Cl	-15	0.3
64	Cc1cc(C)c(NC(=O)CN(c2cccc(Br)c2)S(C)(=O)=O)c(C)c1	-1	-0.1
65	O=S(=O)(NCc1ccncc1)c1ccc(Cl)c(Cl)c1	8	-0.1
66	O=C(O)c1cccc(NC(=O)c2nccnc2C(=O)O)c1	9	-0.1
67	O=C(Nc1ccccc1)N1CCN(c2cccc(Cl)c2)CC1	13	0.7
68	O=C1CCCC/C1=C/Nc1ccc(Br)cc1	-17	-0.1
69	O=C(CCCSc1ccccc1)Nc1nc(-c2ccncc2)cs1	12	0.3
70	CCOc1ccc(C(CC(=O)O)NC(=O)COc2ccc3ccccc3c2)cc1OC (configuration not stated)	0	0.0

entry	TEAD-YAP inh	GPR151 activ
61	-3	0.2
62	0	0.7
63	4	0.4
64	-3	0.0
65	36*	1.5
66	4	0.2
67	-7	-0.3
68	-33	-1.3
69	-10	0.0
70	3	1.6

The list goes on:
entry	molecule	MITF primary	FBW7 act
71	CCOCCCNc1ncc2c(n1)CC(c1ccc(F)cc1)CC2=O (configuration not stated)	-2	-0.1
72	CCOC(=O)c1c(NC2=NS(=O)(=O)c3ccccc32)sc(C)c1-c1ccc(F)cc1	-1	0.1
73	CCOc1cccc(/C(O)=C2\C(=O)C(=O)N(CCCn3ccnc3)C2c2ccc(C)o2)c1 (configuration not stated)	7	-0.2
74	CCOC(=O)c1ccc(C(=O)NN2C(=O)C3C4C=CC(O4)C3C2=O)cc1 (configuration not stated)	6	0.1
75	Cc1cccc(NC2=NC(=S)N(CC#N)C23CCCCC3)c1	-8	-0.1
76	CC(=O)Nc1ccc(Nc2nc(-c3ccc(C)cc3)cs2)cc1	15	0.4
77	Cc1ccc(C(=O)NCC2COC3(CCCC3)O2)cc1 (configuration not stated)	-1	0.2
78	COc1ccc2cc3c(N)c(C(=O)Nc4sc(C)c(C)c4C#N)sc3nc2c1	5	0.0
79	Cc1ccc(C)c(N2C(=O)c3ccc(Oc4ccc(N)cc4)cc3C2=O)c1	5	-0.1
80	CCOc1ccccc1CN1CCC(C(=O)NCc2ccc(C)cc2)CC1	21	-0.1

entry	TEAD-YAP inh	GPR151 activ
71	-7	0.3
72	2	-0.5
73	-8	-0.2
74	-12	0.0
75	7	-0.2
76	-61	-1.5
77	-54	-0.5
78	7	-1.6
79	14	2.8
80	5	-0.2

New compounds follow.
entry	molecule	MITF primary	FBW7 act
81	O=C1CC2(CCN(C(=O)c3ccc(Br)o3)CC2)Oc2ccccc21	-15	-0.1
82	COc1ccc(C=Nc2ccc(NC(C)=O)cc2)c2ccccc12	8	0.3
83	CC(C)CCNC(=O)c1cc(S(=O)(=O)N2CCc3ccccc32)ccc1Sc1ccc(F)cc1	-3	-0.1
84	Cc1ccc2nc(/C(C#N)=C/c3ccc(OCc4ccc(Cl)cc4Cl)cc3)[nH]c2c1	-8	-0.1
85	CCn1c(C)[n+](CC)c2ccc(S(=O)(=O)C(F)(F)F)cc21	1	-0.1
86	OCCC1CN(Cc2c(F)ccc(F)c2F)CCN1Cc1ccsc1 (configuration not stated)	-18	0.0
87	CCCCc1ccc(-c2nc(C=Nc3ccccc3Cl)c(O)o2)cc1	7	0.1
88	Cc1sc2nc(C)n(C3CCN(CC(=O)NC(C)C)CC3)c(=O)c2c1C	-14	0.0
89	Cc1ccc(NC(=O)C2CC(=O)N(c3ccccc3)C2)cc1Br (configuration not stated)	12	0.0
90	NS(=O)(=O)c1ccc(NCCCN2CCCC2=O)c([N+](=O)[O-])c1	-9	0.0

entry	TEAD-YAP inh	GPR151 activ
81	-5	0.2
82	0	-0.7
83	-4	-1.6
84	9	-0.5
85	0	-0.1
86	-4	2.1
87	2	-0.2
88	3	-0.8
89	4	-1.2
90	3	0.3

(list continues)
entry	molecule	MITF primary	FBW7 act
91	Cc1sc2nc(CN(C(=O)C3CCC3)C3CCCC3)[nH]c(=O)c2c1C	5	0.0
92	CCN(CC)c1ccc2c(c1)OC(N)=C(C#N)C2c1cccnc1 (configuration not stated)	-5	-0.1
93	COc1cn(CC(=O)Nc2ccc(F)cc2F)c(CO)cc1=O	19	0.1
94	Cc1c(C)c2ccc(OCC(=O)OC(C)C)c(C)c2oc1=O	8	-0.2
95	COc1ccc(C2C(C(C)=O)=C(O)C(=O)N2CC#N)cc1 (configuration not stated)	8	-0.1

entry	TEAD-YAP inh	GPR151 activ
91	9	0.1
92	54*	0.1
93	5	-0.7
94	-2	-0.1
95	-2	0.7
